TcdB inh: blocks C. difficile toxin B glycohydrolase activity. P18177. inhibition, % at 9.99 µM. TcdB glycohydrolase enzymatic assay, plate reader. AID 652162. actives 0.24% (n = 350,000); in the data active means inhibition above about 10%
Target sequence (P18177 whole entry, looked up): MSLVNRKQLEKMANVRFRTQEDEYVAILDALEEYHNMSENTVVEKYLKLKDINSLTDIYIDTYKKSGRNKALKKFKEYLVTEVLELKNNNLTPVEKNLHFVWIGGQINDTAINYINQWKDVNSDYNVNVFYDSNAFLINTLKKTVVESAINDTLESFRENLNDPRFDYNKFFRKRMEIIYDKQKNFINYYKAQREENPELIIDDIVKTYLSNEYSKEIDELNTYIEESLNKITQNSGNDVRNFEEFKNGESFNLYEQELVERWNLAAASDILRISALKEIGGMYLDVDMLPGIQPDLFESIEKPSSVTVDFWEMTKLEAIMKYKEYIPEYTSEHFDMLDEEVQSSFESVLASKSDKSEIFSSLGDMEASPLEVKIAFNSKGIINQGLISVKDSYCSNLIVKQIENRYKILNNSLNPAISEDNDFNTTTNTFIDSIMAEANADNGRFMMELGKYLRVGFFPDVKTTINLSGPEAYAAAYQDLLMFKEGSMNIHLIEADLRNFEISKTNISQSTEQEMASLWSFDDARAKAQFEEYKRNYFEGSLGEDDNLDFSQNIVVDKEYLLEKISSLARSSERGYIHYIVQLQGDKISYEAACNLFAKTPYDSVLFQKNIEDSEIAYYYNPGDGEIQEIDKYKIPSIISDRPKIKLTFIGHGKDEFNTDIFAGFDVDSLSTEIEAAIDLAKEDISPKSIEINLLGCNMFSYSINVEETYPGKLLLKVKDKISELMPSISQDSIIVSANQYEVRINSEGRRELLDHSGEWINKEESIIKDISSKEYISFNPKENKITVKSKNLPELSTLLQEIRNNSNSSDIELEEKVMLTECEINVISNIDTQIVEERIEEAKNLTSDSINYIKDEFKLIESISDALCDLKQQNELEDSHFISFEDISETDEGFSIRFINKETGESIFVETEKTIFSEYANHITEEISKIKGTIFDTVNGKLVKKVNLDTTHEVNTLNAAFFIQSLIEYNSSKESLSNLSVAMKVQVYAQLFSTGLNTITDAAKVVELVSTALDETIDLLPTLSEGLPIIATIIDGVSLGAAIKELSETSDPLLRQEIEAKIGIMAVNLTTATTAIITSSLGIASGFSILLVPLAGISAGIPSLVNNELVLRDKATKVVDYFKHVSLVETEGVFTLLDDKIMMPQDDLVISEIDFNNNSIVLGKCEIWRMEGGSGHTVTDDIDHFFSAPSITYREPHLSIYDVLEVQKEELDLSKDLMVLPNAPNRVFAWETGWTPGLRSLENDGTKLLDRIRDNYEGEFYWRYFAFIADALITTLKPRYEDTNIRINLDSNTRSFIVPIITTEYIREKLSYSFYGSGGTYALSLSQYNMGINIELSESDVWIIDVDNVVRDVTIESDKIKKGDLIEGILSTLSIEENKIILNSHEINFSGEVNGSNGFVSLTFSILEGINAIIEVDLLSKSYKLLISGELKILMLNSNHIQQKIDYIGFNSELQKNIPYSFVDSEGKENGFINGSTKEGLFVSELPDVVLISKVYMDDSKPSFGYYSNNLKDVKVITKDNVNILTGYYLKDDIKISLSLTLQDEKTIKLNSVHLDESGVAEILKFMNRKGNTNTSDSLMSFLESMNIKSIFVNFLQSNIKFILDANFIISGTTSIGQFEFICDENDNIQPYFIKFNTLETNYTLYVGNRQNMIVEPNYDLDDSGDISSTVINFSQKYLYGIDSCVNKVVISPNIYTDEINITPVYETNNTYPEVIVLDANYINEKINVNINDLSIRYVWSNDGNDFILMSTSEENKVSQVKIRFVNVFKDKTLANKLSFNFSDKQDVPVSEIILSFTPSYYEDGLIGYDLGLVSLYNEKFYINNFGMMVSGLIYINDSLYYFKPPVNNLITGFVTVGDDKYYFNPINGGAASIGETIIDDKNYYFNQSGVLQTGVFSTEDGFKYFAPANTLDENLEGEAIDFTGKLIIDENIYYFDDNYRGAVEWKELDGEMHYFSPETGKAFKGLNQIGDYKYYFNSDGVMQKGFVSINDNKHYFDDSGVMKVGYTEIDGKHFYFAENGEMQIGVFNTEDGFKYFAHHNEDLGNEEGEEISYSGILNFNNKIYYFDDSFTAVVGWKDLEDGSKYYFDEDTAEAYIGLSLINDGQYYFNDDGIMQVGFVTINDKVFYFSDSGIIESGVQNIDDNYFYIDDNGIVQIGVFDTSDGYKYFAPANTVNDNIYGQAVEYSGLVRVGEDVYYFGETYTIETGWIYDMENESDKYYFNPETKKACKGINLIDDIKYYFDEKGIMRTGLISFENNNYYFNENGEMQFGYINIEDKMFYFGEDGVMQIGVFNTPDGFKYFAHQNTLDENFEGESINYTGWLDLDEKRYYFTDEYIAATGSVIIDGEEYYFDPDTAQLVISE
Active calls of the source: *. These rows are one share of the data, so the mix of outcomes need not match the whole.

SMILES	TcdB inh
CC(=O)N(C)C[C@@H]1[C@H](c2ccc(-c3ccc(F)cc3)cc2)[C@H](CO)N1C(C)=O	-7.3
CC(C)NC(=O)N(C)C[C@@H]1OCCCC[C@H](C)Oc2ccc(NS(=O)(=O)c3ccc(Cl)cc3)cc2C(=O)N([C@H](C)CO)C[C@H]1C	1.2
C[C@@H]1CN([C@@H](C)CO)C(=O)c2cc(NC(=O)CCN3CCOCC3)ccc2O[C@@H]1CN(C)Cc1ccc(-c2ccccc2)cc1	0.2
Cc1noc(C)c1NC(=O)N[C@H]1C=C[C@@H](CC(=O)NCCCN(C)C)O[C@@H]1CO	-1.0
COCC(=O)N(C)C[C@@H]1Oc2cc(C#C[C@H](C)O)ccc2S(=O)(=O)N([C@H](C)CO)C[C@H]1C	1.2
COCC(=O)Nc1ccc2c(c1)[C@H]1C[C@H](CC(=O)NCc3ccncc3)O[C@H](CO)[C@H]1O2	-0.4
CCc1sc(N2[C@H](C#N)[C@H](c3ccccc3-c3ccc(F)cc3)[C@H]2CO)nc1C	-1.7
CNC(=O)C[C@@H]1CC[C@@H]2[C@H](COC[C@@H](O)CN2C(=O)Nc2ccc3c(c2)OCO3)O1	-1.1
COc1ccc2c3c([nH]c2c1)[C@H](CO)N(C(=O)Cc1ccccc1)CC31CCN(C(=O)Nc2ccccc2F)CC1	-0.1
COCCNC(=O)C[C@H]1C[C@H]2c3cc(NS(=O)(=O)c4ccccc4)ccc3O[C@H]2[C@@H](CO)O1	-1.1

Single entries from the results shown:
COCC(=O)N(C)C[C@@H]1Oc2cc(C#C[C@H](C)O)ccc2S(=O)(=O)N([C@H](C)CO)C[C@H]1C in TcdB inh has 1.2
CC(=O)N(C)C[C@@H]1[C@H](c2ccc(-c3ccc(F)cc3)cc2)[C@H](CO)N1C(C)=O in TcdB inh has -7.3
Cc1noc(C)c1NC(=O)N[C@H]1C=C[C@@H](CC(=O)NCCCN(C)C)O[C@@H]1CO in TcdB inh has -1.0

Further records.
SMILES	TcdB inh
CN(C)C(=O)C[C@@H]1CC[C@H](NC(=O)NC2CCCC2)[C@@H](CO)O1	0.8
C[C@H](CO)N1C[C@H](C)[C@@H](CN(C)Cc2ccccc2)OCCCC[C@H](C)Oc2ccc(NC(=O)CCCN(C)C)cc2C1=O	-0.4
C[C@H](CO)N1C[C@H](C)[C@H](CN(C)C)OCCCC[C@H](C)Oc2ccc(NC(=O)Nc3ccc(C(F)(F)F)cc3)cc2C1=O	2.9
CCCN1[C@H](C(=O)NCc2cccc(OC)c2)[C@@H](CO)[C@@H]2Cn3c(ccc(C4=CCCC4)c3=O)[C@@H]21	-0.2
C[C@H]1CN([C@@H](C)CO)C(=O)c2cc(C#CC3(O)CCCC3)cnc2O[C@@H]1CN(C)Cc1ccccc1	1.4
COCC#Cc1cnc2c(c1)C(=O)N([C@@H](C)CO)C[C@H](C)[C@H](CN(C)C(=O)CCN1CCCCC1)O2	-1.6
COCc1cn(CC[C@H]2CC[C@@H](NC(=O)CCN3CCCCC3)[C@H](CO)O2)nn1	-6.1
CNC[C@@H]1Oc2c(NC(=O)c3cnccn3)cccc2C(=O)N([C@H](C)CO)C[C@@H]1C	-1.9
COc1ccc2c3c(n(C)c2c1)[C@H](CO)N(C(=O)Cc1ccccn1)CC31CN(CC2CC2)C1	-0.6
CNC(=O)C[C@H]1CC[C@H]2[C@@H](COc3ccc(NC(=O)Nc4ccc(C#N)cc4)cc3C(=O)N2C)O1	0.2

3 structures out of the list, arranged by molecular weight, falling:
SMILES	TcdB inh
CCCN1[C@H](C(=O)NCc2cccc(OC)c2)[C@@H](CO)[C@@H]2Cn3c(ccc(C4=CCCC4)c3=O)[C@@H]21	-0.2
COc1ccc2c3c(n(C)c2c1)[C@H](CO)N(C(=O)Cc1ccccn1)CC31CN(CC2CC2)C1	-0.6
CN(C)C(=O)C[C@@H]1CC[C@H](NC(=O)NC2CCCC2)[C@@H](CO)O1	0.8

More entries follow.
SMILES	TcdB inh
CN(C)C(=O)c1cccc(-c2ccccc2[C@H]2[C@@H](C#N)N(C(=O)C3CCC3)[C@H]2CO)c1	-0.8
CCCC#Cc1ccc2c(c1)O[C@H](CN(C)C(=O)C1CCC1)[C@H](C)CN([C@H](C)CO)S2(=O)=O	1.3
COc1ccc(NC(=O)Nc2ccc3c(c2)CC(=O)N([C@H](C)CO)C[C@H](C)[C@H](CN(C)Cc2ccc4c(c2)OCO4)O3)cc1	-0.5
C[C@H]1CN([C@@H](C)CO)C(=O)Cc2cc(NC(=O)C3CCCCC3)ccc2O[C@H]1CN(C)S(=O)(=O)c1ccccc1	1.2
COC(=O)[C@H](Cc1ccccc1)N1C(=O)O[C@@H](Cc2ccccc2)[C@H]1/C=C/C1CC1	0.1
C[C@@H]1CN([C@H](C)CO)C(=O)Cc2cc(NS(=O)(=O)c3cccs3)ccc2O[C@@H]1CN(C)Cc1ccc(C(F)(F)F)cc1	0.0
COc1ccc(NC(=O)N2C[C@H](O)COC[C@@H]3O[C@@H](CC(=O)N4CCN(C)CC4)CC[C@H]32)cc1	5.0
C[C@H](CO)N1C[C@H](C)[C@@H](CN(C)C(=O)Cc2ccncc2)Oc2cc(C#CC3CCCCC3)ccc2S1(=O)=O	0.2
COc1ccc(S(=O)(=O)N(C)C[C@H]2Oc3c(NC(=O)Nc4cccc5ccccc45)cccc3C(=O)N([C@@H](C)CO)C[C@H]2C)cc1	1.1
C[C@@H]1CN([C@H](C)CO)S(=O)(=O)c2ccc(C#CC(C)(C)O)cc2O[C@H]1CN(C)Cc1ccccc1	-0.7
Cn1cnc(CCNC(=O)C[C@H]2CC[C@H]3[C@@H](COC[C@H](O)CN3C(=O)C3CC3)O2)c1	-0.7
Cc1noc(C)c1NC(=O)Nc1ccc2c(c1)CC(=O)N([C@H](C)CO)C[C@H](C)[C@H](CN(C)CC1CCCCC1)O2	-1.8
C[C@H]1CCCCO[C@@H](CN(C)C)[C@@H](C)CN([C@@H](C)CO)C(=O)c2cc(NC(=O)c3ccccc3)ccc2O1	-2.8
CCN(C[C@@H]1N[C@H](CO)[C@H]1c1ccc(C2=CCCC2)cc1)C(=O)c1ccncc1	-1.8
CO[C@H]1CN(C)C(=O)c2ccc(NC(C)=O)cc2OC[C@H](C)N(Cc2ccccc2C(=O)O)C[C@H]1C	0.2
O=C(C[C@@H]1C=C[C@@H](NC(=O)C2CCC2)[C@@H](CO)O1)Nc1nccs1	-0.2
O=C(C[C@@H]1C[C@H]2c3cc(NC(=O)Nc4ccccc4)ccc3O[C@H]2[C@@H](CO)O1)NC1CCCC1	-0.5
COCC(=O)N[C@@H]1CC[C@@H](CC(=O)NCc2ccc(Cl)cc2)O[C@@H]1CO	-0.6
Cc1noc(C)c1S(=O)(=O)Nc1cccc2c1O[C@H](CN(C)CC1CCCCC1)[C@H](C)CN([C@@H](C)CO)C2=O	-1.2
Cc1cccc(S(=O)(=O)N2CC[C@H]3[C@@H](CO)N(C)c4ccc(Br)cc4[C@H]32)c1	0.5

The final 2 records of the part above come first, to join the parts:
SMILES	TcdB inh
Cc1noc(C)c1S(=O)(=O)Nc1cccc2c1O[C@H](CN(C)CC1CCCCC1)[C@H](C)CN([C@@H](C)CO)C2=O	-1.2
Cc1cccc(S(=O)(=O)N2CC[C@H]3[C@@H](CO)N(C)c4ccc(Br)cc4[C@H]32)c1	0.5
C[C@@H]1CN([C@@H](C)CO)C(=O)c2cc(N(C)C)ccc2O[C@@H]1CN(C)Cc1ccc(Cl)c(Cl)c1	-9.0
CC(C)NC(=O)N(C)C[C@H]1Oc2ccc(NC(=O)Nc3cccc4ccccc34)cc2C(=O)N([C@H](C)CO)C[C@@H]1C	0.2
COc1ccc(C#Cc2ccc([C@H]3[C@@H](CO)N4CCCCN(Cc5ccncc5)C[C@H]34)cc2)cc1	1.2
CCNC(=O)C[C@H]1C=C[C@@H](NS(=O)(=O)c2ccc(C)cc2)[C@@H](CO)O1	0.0
O=C(C[C@H]1CC[C@H](NC(=O)Nc2cc(F)ccc2F)[C@@H](CO)O1)NCCCN1CCOCC1	0.3
C[C@@H]1CN([C@@H](C)CO)C(=O)c2cccc(NC(=O)c3nc4ccccc4s3)c2O[C@@H]1CN(C)S(=O)(=O)c1ccccc1	1.4
COCC(=O)Nc1ccc2c(c1)C(=O)N(C)C[C@H](OC)[C@H](C)CN(C(=O)COC)[C@@H](C)CO2	-1.4
CCNC(=O)C[C@@H]1CC[C@@H]2[C@H](COc3ccc(NC(=O)C4CCOCC4)cc3C(=O)N2C)O1	-0.2
CO[C@H]1CN(C)C(=O)c2cc(NC(=O)C3CC3)ccc2OC[C@@H](C)N(Cc2ccncc2)C[C@H]1C	0.4
COc1ccc2c3c(n(C)c2c1)[C@@H](CO)N(C(=O)Nc1ccccc1F)CC31CCN(C(=O)c2ccccc2F)CC1	-0.3
N#C[C@H]1[C@H](c2ccc(C3=CCCCC3)cc2)[C@H](CO)N1C(=O)NC1CCCCC1	-0.9
COc1cccc(NC(=O)N(C)C[C@H]2Oc3ncc(C4=CCCCC4)cc3C(=O)N([C@H](C)CO)C[C@@H]2C)c1	0.2
O=S(=O)(NCC[C@@H]1CC[C@@H](NS(=O)(=O)c2cccc(Cl)c2)[C@H](CO)O1)c1cccc(F)c1	0.8
CO[C@H]1CN(C)C(=O)c2cc(NC(=O)C3CC3)ccc2OC[C@@H](C)N(C(=O)C2CCCCC2)C[C@@H]1C	-1.6
COCC(=O)N1[C@H](C#N)[C@H](c2ccccc2C2=CCCC2)[C@@H]1CO	-18.5
C[C@H]1CN([C@@H](C)CO)C(=O)c2cc(NC(=O)Cn3cnnn3)ccc2O[C@H]1CN(C)Cc1ccc(Oc2ccccc2)cc1	0.0
C[C@@H]1CN([C@@H](C)CO)C(=O)c2cccc(NC(=O)Nc3ccccc3)c2O[C@H]1CN(C)Cc1ccccc1	0.0
C[C@H](CO)N1C[C@H](C)[C@@H](CN(C)C(=O)C2CCCCC2)OCCCC[C@H](C)Oc2ccc(NC(=O)Nc3ccc(F)cc3)cc2C1=O	1.3
Cc1ccc(S(=O)(=O)N(C)C[C@@H]2Oc3c(NC(=O)c4ccncc4)cccc3C(=O)N([C@H](C)CO)C[C@H]2C)cc1	1.4
CO[C@H]1CN(C)C(=O)c2cc(NS(=O)(=O)CC(F)(F)F)ccc2OC[C@H](C)N(C)C[C@@H]1C	-2.7
C/C=C/c1ccc([C@H]2[C@H](CO)N3C(=O)CN(C(=O)Cc4cccnc4)C[C@@H]23)cc1	-5.4
C[C@H]1CCCCO[C@H](CN(C)Cc2ccc(Cl)c(Cl)c2)[C@@H](C)CN([C@@H](C)CO)C(=O)c2cc(NC(=O)Nc3ccc4c(c3)OCO4)ccc2O1	0.0
CCCNC(=O)N1CC(=O)N2[C@H](CO)[C@H](c3ccc(C#Cc4cccc(F)c4)cc3)[C@H]2C1	0.8
C[C@H](CO)N1C[C@H](C)[C@@H](CN(C)Cc2cccc(F)c2)Oc2cc(-c3ccccc3)ccc2S1(=O)=O	-6.6
O=C(C[C@H]1C[C@@H]2c3cc(NC(=O)Nc4ccccc4F)ccc3O[C@@H]2[C@H](CO)O1)NCc1ccc2c(c1)OCO2	-5.7
C[C@H](CO)N1C[C@H](C)[C@@H](CN(C)C(=O)Nc2cccc3ccccc23)Oc2ccc(NC(=O)Cc3cn(C)c4ccccc34)cc2C1=O	-0.8
C[C@H](CO)N1C[C@H](C)[C@@H](CN(C)S(=O)(=O)c2ccccc2F)Oc2ncc(C#Cc3ccccc3)cc2C1=O	-0.2
COc1cccc(NC(=O)Nc2ccc3c(c2)C(=O)N(C)C[C@@H](OC)[C@@H](C)CN(CC2CC2)[C@@H](C)CO3)c1	-0.9
C[C@H](CO)N1C[C@H](C)[C@H](CN(C)CC2CC2)Oc2ccc(NS(=O)(=O)c3ccc(Cl)cc3)cc2C1=O	0.6
COc1ccc([Si](C)(C)[C@@H]2[C@@H](CCn3cc(CCO)nn3)O[C@]3(C(=O)N(Cc4ccc(N5CCC5=O)cc4)c4ccccc43)[C@H]2C)cc1	-0.6
CCC(=O)Nc1ccc2c(c1)OC[C@H](C)N(C(=O)COC)C[C@H](C)[C@@H](OC)CN(C)C2=O	-0.7
C[C@@H]1CN([C@@H](C)CO)C(=O)c2cc(NC(=O)CCC(F)(F)F)ccc2O[C@@H]1CN(C)C(=O)Nc1ccc(F)cc1	-0.1
C[C@H](CO)N1C[C@H](C)[C@@H](CN(C)S(=O)(=O)c2cn(C)cn2)OCCCC[C@H](C)Oc2ccc(NS(=O)(=O)c3ccc(F)cc3)cc2C1=O	0.2
CO[C@H]1CN(C)C(=O)c2ccc(NS(C)(=O)=O)cc2OC[C@H](C)N(Cc2cncnc2)C[C@@H]1C	1.1
COc1ccc(NC(=O)N[C@@H]2CC[C@H](CCNC(=O)CCN3CCCCC3)O[C@@H]2CO)cc1	-0.3
CO[C@H](CN(C)S(=O)(=O)c1cccc(Cl)c1)[C@H](C)CN([C@@H](C)CO)S(=O)(=O)c1cccc(Cl)c1	-9.7
O=C(C[C@@H]1CC[C@H]2[C@@H](COC[C@@H](O)CN2C(=O)c2ccccc2)O1)NCc1cccc(F)c1	0.5
C[C@@H]1CN([C@H](C)CO)C(=O)c2cc(-c3ccccc3)cnc2O[C@H]1CN(C)C(=O)Nc1ccccc1F	-1.5
O=C(CN1CCOCC1)N[C@H]1CC[C@@H](CCNC(=O)C2CCCC2)O[C@@H]1CO	-0.4
C[C@@H]1CN([C@@H](C)CO)C(=O)c2cccc(N(C)C)c2O[C@H]1CN(C)C(=O)NC1CCCCC1	-1.5
COCCNC(=O)C[C@@H]1C[C@H]2c3cc(NS(C)(=O)=O)ccc3O[C@H]2[C@@H](CO)O1	-0.2
C[C@@H]1CCCCO[C@@H](CN(C)C(=O)c2ccccc2)[C@@H](C)CN([C@H](C)CO)C(=O)c2cc(NS(=O)(=O)c3ccccc3)ccc2O1	1.0
C[C@H]1CN([C@@H](C)CO)C(=O)c2cc(NC(=O)Cc3ccccc3)ccc2O[C@H]1CN(C)C(=O)Nc1ccc(F)cc1	-0.3

Random excerpt: 2 records from the list
SMILES	TcdB inh
C[C@@H]1CN([C@H](C)CO)S(=O)(=O)c2ccc(C#CC(C)(C)O)cc2O[C@H]1CN(C)Cc1ccccc1	-0.7
CN(C)C(=O)c1cccc(-c2ccccc2[C@H]2[C@@H](C#N)N(C(=O)C3CCC3)[C@H]2CO)c1	-0.8

Screens from PubChem BioAssay.
